All columns: NCI-60 one-dose screen, growth in % after 48 h at 10 µM unless noted; 100 = growth as untreated, 0 = no growth, -100 = all killed.
HCT-15: HCT-15 colon cancer; actives 5.2% (n = 82,000)
NCI-H226: NCI-H226 lung cancer | actives 3.5% (n = 79,000) | AID 1794732
NCI-H322M: NCI-H322M lung cancer; actives 2.7% (n = 80,000); AID 1794733
HCT-116: HCT-116 colon cancer | actives 7.3% (n = 82,000) | AID 1794798
NCI-H23: NCI-H23 lung cancer | AID 1794731 | actives 4% (n = 80,000)
NCI-H522: NCI-H522 lung cancer; actives 8% (n = 78,000); AID 1794739
NCI-H460: NCI-H460 lung cancer | actives 6.8% (n = 82,000)
NCI/ADR-RES: NCI/ADR-RES ovarian cells; actives 4.4% (n = 81,000); AID 1794790
COLO 205: COLO 205 colon cancer; AID 1794742; actives 7.3% (n = 79,000)
* marks the source's active call; other numbers are inactive results; nt = not tested or not shown; & = joins results of further samples; [ ] = another dose, or the depositor's remark. How the source made its calls: active means growth percent below 10; inactive means the rest.

structure	HCT-15	COLO 205	NCI-H460	NCI-H226	NCI/ADR-RES	NCI-H322M	NCI-H522	HCT-116	NCI-H23
O=C(NNC(=O)c1cccc2ccccc12)c1cccc(F)c1	110	104	108	103	110	106	96	98	109
CCN1CCN(C(=O)[C@]23CC[C@@H](C)[C@H](C)[C@@H]2C2=CC[C@@H]4[C@@]5(C)C/C(=C/c6ccccn6)C(=O)C(C)(C)[C@@H]5CC[C@@]4(C)[C@]2(C)CC3)CC1	94	98	92	96	103	93	87	87	106
COc1ccc(/C=C/C(=O)c2ccc(NC(=O)c3ccccc3CN3C(=O)c4ccccc4C3=O)cc2)cc1	58	90	96	87	91	94	78	52	87
O=C(O)c1c2c(nc3ccccc13)/C(=C/c1ccc(O)cc1)CCC2	108	117	120	112	106	nt	97	108	109
O=C1NC=C(C(=O)c2cc3ccccc3oc2=O)C(c2ccc(O)cc2)N1 (stereo not given)	114	110	112	100	106	108	99	105	98
COC(=O)CCC1=C(C)C2=NC1=CC1=NC(=CC3=NC(=Cc4[nH]c(/c(=C(/C)O)c4C)=C2)C(C(C)=O)=C3C)C(C)=C1CCC(=O)OC	100	111	103	84	103	102	99	102	100
CCOC(=O)c1c[nH]n2c(=S)ncnc12	102	100	115	97	99	110	97	101	97
O=C(N/N=c1/oc2ccccc2cc1-c1cc2ccccc2[nH]1)c1ccc(Cl)cc1	99	103	95	81	93	92	98	87	97
Cc1c([N+](=O)[O-])cc(C(=O)O)cc1[N+](=O)[O-]	119	104	109	96	100	115	91	106	97
N#Cc1c(-c2ccc(Cl)cc2)nc(NN=Cc2cccc([N+](=O)[O-])c2)nc1N1CCOCC1	77	85	86	82	83	86	76	80	96
CCOC(=O)/C(C)=N\NC(N)=S	103	110	102	99	100	98	98	99	95
Nc1ccc(/C(=N/NC(=O)C(=O)N/N=C(\c2ccccc2)c2ccc(N)cc2)c2ccccc2)cc1	105	109	114	nt	102	97	100	101	102
Cc1cc(OC(=O)c2c(-c3ccccc3)noc2C)n(-c2ccc(NC(=O)c3c(-c4ccccc4)noc3C)cc2)n1	94	109	94	101	95	130	78	95	96
COc1ccc(N2C(=O)C(OC)C2c2ccc(C)cc2)cc1 (stereo not given)	105	120	114	106	96	101	92	100	100
CSc1nnc(-c2cc(-c3ccccc3)nc3ccccc23)o1	58	117	80	77	77	75	57	96	86
N#CC1=C(N)Oc2c(c(N)nn2-c2ccccc2)C1c1ccc(Cl)cc1Cl (stereo not given)	100	120	106	102	100	104	91	94	103
Cc1cc(O)cc(C)c1Cl	111&103	115&106	111&105	101&102	104&113	104&98	107&92	103&97	93&108
O=C(O)c1nc2ccccc2[nH]1	101	104	116	105	102	103	90	103	97
COCC(O)CN1CCN(C)CC1 (stereo not given)	105	99	117	103	123	93	93	104	116
CCSc1cc(Cl)nc(N)n1	97	130	104	84	96	111	90	97	90
COC(=O)c1c(C)c(C)cc(C)c1C	106	116	102	96	102	111	99	110	107
N[C@@H](C[C@H]1CO1)C(=O)O	100[20 µM]	104[20 µM]	109[20 µM]	105[20 µM]	104[20 µM]	100[20 µM]	89[20 µM]	100[20 µM]	99[20 µM]
Cc1ccc(C2CC3c4ccccc4C2C2CCCCN32)cc1 (stereo not given)	100	74	104	96	94	84	73	95	94
COc1nc(/C=C\Nc2ccc3c(c2)OCCOCCOCCOCCO3)nc(OC)n1	91	109	97	103	94	91	109	95	86
Cc1cc2nc(-c3ccccc3Br)n3c(=O)cc(C)n3c2cc1C	84	115	106	95	115	96	96	114	116

The listing continues:
structure	HCT-15	COLO 205	NCI-H460	NCI-H226	NCI/ADR-RES	NCI-H322M	NCI-H522	HCT-116	NCI-H23
NC(=O)c1ccc(N=C(N)N=C(N)N)cc1	96	115	104	84	105	91	103	105	102
CC1(C)CC[C@]2(C(=O)O)CC[C@]3(C)[C@H](CC[C@@H]4[C@@]5(C)CCC(=O)C(C)(C)[C@@H]5CC[C@]43C)[C@H]2[C@H]1OC(=O)C(F)(F)F	-64*[100 µM]	-72*[100 µM]	-66*[100 µM]	-51*[100 µM]	-78*[100 µM]	-66*[100 µM]	-71*[100 µM]	-66*[100 µM]	-62*[100 µM]
CCCCCCCCCCCCNC(=S)NCCCCCCCCCCCC	102	114	106	100	107	109	96	107	103
COc1ccc(-c2cc3c(SCC(=O)Nc4cc(C(F)(F)F)ccc4Cl)nccn3n2)cc1	85	109	102	102	97	107	79	90	101
Cc1[nH]c(C(=O)Nc2nc3ccc(NC(=O)CCN)cc3s2)c(Cl)c1Cl	83	104	43	87	58	94	85	60	37
CCCn1cc2c(=O)nc3sc(Cc4cccc(C(F)(F)F)c4)c(C)n3c2n1	101	100	98	94	89	91	73	88	99
COc1ccc(/C=C(\C#N)n2nnc3cc(NC(=O)c4ccccc4SC)ccc32)cc1	83	106	93	44	67	97	70	70	85
COc1cc(NCCCCN=C(N)N)c2ncccc2c1	100	83	104	99	104	73	-9.4*	79	14
Nc1nc(Nc2ccc(Cl)cc2)c2c(n1)-c1ccoc1CC2	79	95	98	88	92	91	79	102	92
O=C1/C(=C/C2=Cc3ccccc3OC2)SC(=S)N1Nc1ccccc1	67	111	77	72	43	71	47	73	78
Cc1c(C(=O)N[C@@H](Cc2ccccc2)C(=O)C(N)=O)[nH]c2ccccc2c1=O	97	109	104	104	103	92	96	106	104
CSc1nc(Nc2ccc(NC(C)=O)cc2)c(C#N)c(-c2cccc([N+](=O)[O-])c2)n1	96	112	102	104	99	108	88	100	98
CC(C)C1CCC(=O)CC1	107	112	100	95	99	95	110	104	99
CCN(CC)CCN1C(=O)c2ccccc2S1(=O)=O	105	112	114	109	105	118	113	114	104
O=C1OCN(c2cccc(Cl)c2)c2ccccc21	96	104	104	90	109	93	67	85	95
CC1(C)NC(=S)NC1=S	107&109	108&104	114&109	106&98	109&113	105&107	100&97	111&104	107&105
O=C(Cc1ccc(/C=C/C(=O)c2ncc[nH]2)cc1)Nc1ccc(Cl)cc1	-25*	33	-35*	82	20	43	34	-48*	29
CC(O)C1OC(O)C2OC(C)(C)OC12 (stereo not given)	105	117	107	103	110	112	105	97	104
CCn1c(C)c(C(=O)C(=O)N(C)C)c2ccccc21	99	113	106	108	104	105	93	109	100
COC(=O)C(Cc1ccccc1OC)c1ccccc1 (stereo not given)	99	nt	101	83	103	120	84	99	101
C[C@@H](Nc1ncnc2ccc(-c3cnc(Cl)c(NS(C)(=O)=O)c3)cc12)c1ccccc1	66	80	60	65	85	68	nt	61	56
O=C1CSC(c2cccs2)N1c1nncs1 (stereo not given)	117	110	107	103	107	109	nt	102	108
O=C1NNC(c2ccccc2)=N/C1=C\c1ccccc1F	103	108	106	94	105	103	88	99	91
C=CCn1c(SCC(=O)Nc2ccc(C(=O)/C=C/c3ccc(Cl)cc3)cc2)nnc1-c1cc(-c2ccccc2)nc2ccccc12	8.3*	100	99	74	79	nt	61	-23*	66
Nc1[nH]c(=S)nc2nc[nH]c12	95&104	111&128	98&115	101&109	104&113	94&106	98&90	103&106	98&102

Other structures.
structure	HCT-15	COLO 205	NCI-H460	NCI-H226	NCI/ADR-RES	NCI-H322M	NCI-H522	HCT-116	NCI-H23
CCS(=O)(=O)c1ccc(/C=N/Nc2nc3ccccc3o2)cc1	95	95	109	nt	113	94	63	102	99
C#CCC(C)(O)/C=C/C1=C(C)CCCC1(C)C (stereo not given)	107	113	103	85	100	99	75	83	95
COc1ccc(-c2nc(SCC(=O)Nc3ccc(C(=O)/C=C/c4ccc(Cl)cc4)cc3)[nH]c(=O)c2C#N)cc1	98	87	99	96	102	89	77	2.4*	85
O=C(/C=C/c1ccc(Cl)cc1)c1ccc(NC(=O)c2ccccc2CN2C(=O)c3ccccc3C2=O)cc1	100	102	108	93	105	111	91	104	99
C=C1C(=O)O[C@H]2[C@H]1CC/C(COC(=O)/C=C\C(=O)NCc1ccc(Cn3c(=O)sn(CCCl)c3=O)cc1)=C\CC[C@@]1(C)O[C@@H]21	45	35	101	102	108	104	-64*	69	87
C/C(=C(\c1ccc(OCCN2CCCCCC2)cc1)c1ccc(OC(=O)C2CCCCC2)cc1)c1ccc(Cl)cc1	77	94	92	101	86	90	98	36	77
CC(NC(=O)/C(Cc1ccccc1)=N\O)c1ccccc1 (stereo not given)	100	105	98	92	104	115	91	100	102
Cc1nn(C)c2ncnc(N/N=C/c3cccc(O)c3O)c12	29	-3.3*	2.7*	43	12	15	20	18	21
C=C(C)[C@@H]1CC[C@]2(C(N)=O)CC[C@]3(C)[C@H](CC[C@@H]4[C@@]5(C)CC[C@H](O)C(C)(C)[C@@H]5CC[C@]43C)[C@@H]12	6.4*[100 µM]	-66*[100 µM]	-37*[100 µM]	-50*[100 µM]	-8.9*[100 µM]	-59*[100 µM]	-54*[100 µM]	-25*[100 µM]	-27*[100 µM]
Nc1cc(Cl)cc(S(=O)(=O)O)c1O	104	137	108	103	96	118	nt	99	97
O=C(NCCc1ccccc1)c1c(-c2ccccc2)[n+](=O)c2ccc(Cl)cc2n1[O-]	87	121	97	93	81	91	77	84	101
CCCSC(SCCC)C1OC(c2ccccc2)OC2COC(c3ccccc3)OC21 (stereo not given)	93	94	95	74	91	86	53	74	90
O=C(COc1ccc(Cl)cc1Cl)OCCCOc1ccc(Cl)cc1Cl	99	105	110	110	94	106	79	98	86
Fc1ccc(C2=NN(c3ccc(Cl)cc3)C(c3cccc(Nc4ccnc5cc(C(F)(F)F)ccc45)c3)C2)cc1 (stereo not given)	99	100	96	80	88	103	73	83	85
CCCCOCCOC(=O)c1ccccc1O	104	110	111	97	106	103	94	94	99
CCOC(=O)C1=C(C)NC(C)=C(C(=O)OCC)C1c1ccccc1	95	96	98	91	92	95	99	94	85
O=C(Nc1ncc(Cc2cc(C(F)(F)F)ccc2Cl)s1)C1=NCCCN1	86	106	89	95	87	96	88	89	90
C=CCCSC(C)=O	97	113	116	99	103	97	103	104	47
Cn1cc(-c2nnc(N)nc2-c2c[nH]c3ccc(Br)cc23)c2cc(Br)cnc21	22	67	62	74	65	72	6.2*	45	nt
CCc1cc2c(cc1C(C)=O)C(C)(C)CCC2(C)C	103	107	108	93	98	81	89	90	97
CCCCCCCCCCSc1n[nH]c(=S)s1	99	108	103	101	109	112	94	101	101
CCCCCCCCN(CCCCCCCC)CCC(=O)c1ccc2cc(Br)c3ccccc3c2c1	74	87	100	97	78	98	74	71	75
O=C(Nc1ccccc1-c1ccccc1)c1ccc(Cl)cc1Cl	92	140	97	101	91	97	83	83	93
CC/C=C\C/C=C\C[C@H]1C/C=C2/C(=O)C=C[C@@H]2C/C=C\CCC(=O)O1	0.6*	-30*	-4.4*	-36*	18	45	-70*	-49*	12
Nc1c(I)cc([N+](=O)[O-])cc1I	97	102	100	95	110	95	93	99	102

A run of entries from the list above:
structure	HCT-15	COLO 205	NCI-H460	NCI-H226	NCI/ADR-RES	NCI-H322M	NCI-H522	HCT-116	NCI-H23
CCCCCCCCN(CCCCCCCC)CCC(=O)c1ccc2cc(Br)c3ccccc3c2c1	74	87	100	97	78	98	74	71	75
O=C(Nc1ccccc1-c1ccccc1)c1ccc(Cl)cc1Cl	92	140	97	101	91	97	83	83	93
CC/C=C\C/C=C\C[C@H]1C/C=C2/C(=O)C=C[C@@H]2C/C=C\CCC(=O)O1	0.6*	-30*	-4.4*	-36*	18	45	-70*	-49*	12
Nc1c(I)cc([N+](=O)[O-])cc1I	97	102	100	95	110	95	93	99	102

Additional structures
structure	HCT-15	COLO 205	NCI-H460	NCI-H226	NCI/ADR-RES	NCI-H322M	NCI-H522	HCT-116	NCI-H23
O=C(Cc1nc2ncccc2[nH]c1=O)N/N=C/c1ccc([N+](=O)[O-])cc1	100	112	96	103	104	94	60	89	102
CN(C)c1ccc(/C=C2\SC(=S)N(Cc3nc4ccccc4[nH]3)C2=O)cc1	104	119	103	87	86	102	77	86	82
Cc1cccc(C)c1Nc1nc(Nc2cnc3ccccc3c2)c2[nH]cnc2n1	104	100	94	73	97	107	74	68	87
CN/C(=C\[N+](=O)[O-])NCCSCc1ccc(CN(C)C)o1	96	109	107	97	98	96	94	106	104
CCCCNC(C(=O)c1ccccc1)c1ccc(OC)cc1 (stereo not given)	98	99	98	90	90	94	87	94	97
Cc1c(C(=O)N2CCCCC2)[nH]c2ccc(Cl)cc2c1=O	105	118	111	104	112	107	75	101	105
C/C(=N\N1C(=O)c2ccccc2NC1c1cccs1)c1c(O)cc(C)oc1=O (stereo not given)	100	119	104	99	105	93	86	91	100
COc1ccc(/C=N\N2CCOCC2)cc1OC1CCCC1	104	nt	105	nt	106	107	96	88	99
O=C(CSc1oc(-c2ccccc2)nc1S(=O)(=O)c1ccc(F)cc1)Nc1ccc(F)cc1	90	103	83	89	81	99	62	79	86
CCOCCC(CC)C(=O)O (stereo not given)	97	114	115	104	104	101	92	118	105
O=C1CN(c2ccccc2)C(=O)C1C(=O)Nc1ccc(Cl)c(Cl)c1 (stereo not given)	28[100 µM]	-23*[100 µM]	-2.8*[100 µM]	42[100 µM]	22[100 µM]	20[100 µM]	8.5*[100 µM]	-19*[100 µM]	31[100 µM]
COc1cc(OC)c(C(=O)/C=C/c2cccc(C#N)c2)c(OC)c1	3.3*	-6.8*	0.4*	3.9*	15	-1.5*	-26*	2.9*	-7.1*

From PubChem

Compounds as they come. About 13% of those tested had a hit in this group.
